KOR beta-arrestin-1: KOR antagonists, beta-arrestin recruitment, cell-based, luminescence, uHTS (AID 1778); one-dose inhibition, % at 10 µM; IC50 in µM for titrated hits; 290,000 compounds, 0.091% hits; KOR beta-arrestin recruitment, luminescence, antagonist mode; higher % means a stronger effect; note: strong numbers were not always called active
KOR beta-arrestin-2: kappa opioid receptor activators – cell-based, luminescence, uHTS, primary screen (AID 1777). KOR beta-arrestin recruitment, luminescence; higher % means a stronger effect. activation, % at 10 µM; hits with a dose series show EC50 in µM. 280,000 compounds, 0.02% hits; in the data active = activation above about 50%, passing the limit was not always enough; note: a part of the inactive calls stands beside numbers as strong as those of hits
LYP phosphatase: PTPN22 lymphoid phosphatase activity blockers – biochemical, fluorescence intensity, uHTS (AID 1779); inhibition, % at 11.5 µM; hits with a dose series show IC50 in µM; recombinant LYP phosphatase, fluorescence intensity; higher % means a stronger effect; 290,000 compounds, 0.054% hits;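 note: plate controls were vehicle with enzyme for no effect and no enzyme for full effect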
human PMI inhibitors: human PMI inhibitors, high substrate, primary screen, biochemical, fluorescence intensity, high mannose 6-phosphate (AID 1220). 190,000 compounds, 0.66% hits. inhibition, % at 20 µM; hits with a dose series show IC50 in µM. recombinant PMI enzyme, coupled fluorescence intensity; higher % means a stronger effect
TNAP activators: stimulation of alkaline phosphatase TNAP activity – biochemical, luminescent, no phosphate acceptor, uHTS, primary screen (AID 1001) | purified TNAP, luminescent activation assay, no phosphate acceptor; higher activation fold means a stronger effect | activation fold at 20 µM, or EC50 in µM where a hit was titrated | 200,000 compounds, 0.03% hits; in the data active = activation fold from about 3, or a potency from the dose series; inactive = the rest, 99 in 100 with activation fold below about 1.6; note: many of its hits are not listed in these tables
HEK293 NOD2/NF-kB: NOD2 signaling inhibitors, cell-based, luminescence, uHTS, HEK293 (AID 1566); 290,000 compounds, 0.63% hits; HEK293 NOD2/NF-kB luciferase reporter, luminescence; higher % means a stronger effect; inhibition, % at 4 µM, or EC50 in µM where a hit was titrated; note: many of its hits are not listed in these tables
human PMI inhibition: MPI enzyme activity inhibition – biochemical, fluorescence intensity, coupled assay, primary screen (AID 1209); 190,000 compounds, 0.42% hits; one-dose inhibition, % at 20 µM; IC50 in µM for titrated hits; purified PMI enzyme, coupled fluorescence intensity; higher % means a stronger effect;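 note: plate controls were DMSO vehicle for no effect and wells lacking substrate for full effect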
NOD1 NF-kB reporter: inhibition of NOD1-driven NF-kB reporter – cell-based, luminescence, uHTS, primary screen (AID 1578) | inhibition, % at 4 µM; hits with a dose series show EC50 in µM | 290,000 compounds, 1% hits | NOD1-driven NF-kB luciferase reporter cells, luminescence; higher % means a stronger effect; in the data active = inhibition mostly above about 36%, no sharp cut-off; inactive = mostly below about 34%;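 note: HEK-293T reporter cells stimulated with the NOD1 agonist gamma-tri-DAP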
XIAP antagonists: small molecules displacing peptide from XIAP – biochemical, IAP family, fluorescence polarization (AID 1018); displacement, % at 20 µM; hits with a dose series show IC50 in µM; XIAP BIR domain, fluorescence polarization peptide displacement; higher % means a stronger effect; 200,000 compounds, 0.007% hits; in the data active = displacement above about 50%; note: a part of the inactive calls stands beside numbers as strong as those of hits
Numbers without * were called inactive; nt = no result given; [ ] = remark or other dose. Cut-off read from the data, not from the text of the source, unless noted: active = inhibition above about 50%; inactive = the rest. Only part of the results is shown; the hit share may differ from the screen's.

KOR beta-arrestin-1	LYP phosphatase	SMILES	KOR beta-arrestin-2	XIAP antagonists	human PMI inhibition	NOD1 NF-kB reporter	TNAP activators	human PMI inhibitors	HEK293 NOD2/NF-kB
10%	-3%	CC(C)c1ccc(CNc2nnnn2C)cc1	-0.6%	nt	nt	-22%	nt	nt	6%
-17%	-1%	Cc1cc(NS(=O)(=O)c2ccc(NC(=O)CSc3nc4sc(C(=O)O)c(C)c4c(=O)[nH]3)cc2)no1	7.6%	-9.5%	-29%	-16%	1	-18%	4%
-16%[20 µM]	1%	COCCNC(=S)Nc1ccccn1	-5.1%	-1.8%	12%	-17%	1	10%	-9%
-4%	8%	CCOc1cc(/C=C2\SC(=N)N(c3nccs3)C2=O)ccc1OCCN1CCOCC1	-1.0%	-3.9%	-1%	3%	1.3	-2%	6%
3%	-10%	CCOC(=O)COc1coc(CN2CCN(c3ccc(F)cc3)CC2)cc1=O	0.2%	nt	nt	-6%	nt	nt	7%
-6%	-1%	Cc1cc(NC(=O)CSc2ccccc2)no1	4.7%	-8.9%	3%	-6%	1.1	-1%	3%
10%	-6%	O=C(Nc1ccccc1)Nc1ccc2ocnc2c1	-1.6%	-4.8%	8%	-32%	1.1	11%	-39%
-11%	-3%	C/C(=N\Nc1nc2ccc(Cl)cc2o1)c1ccccc1	0.1%	nt	nt	-7%	nt	nt	-56%
-12%	-1%	Cc1cc2cc(CNC(=O)c3cccs3)ccc2n1C	-0.1%	-0.4%	-8%	22%	1.1	19%	3%
21%	-4%	Cc1cc2cc(C)c3nnc(SCC(=O)NCc4ccco4)n3c2cc1C	-1.9%	0.9%	10%	0%	1.1	13%	25%
-23%	-6%	c1ccc2c(c1)nc(CN1CCOCC1)n1c3ccccc3nc21	7.1%	-1.5%	1%	6%	1.1	-6%	5%
-14%	-12%	COc1ccccc1N(CC(O)CN1CCOCC1)S(=O)(=O)c1ccccc1 (stereo not given)	-3.9%	nt	nt	-4%	nt	nt	-3%
-30%	-3%	Cc1ccc(C(=O)N2CC(=O)Nc3ccc(F)cc3C2c2ccccc2)cc1 (stereo not given)	2.8%	nt	nt	7%	nt	nt	18%
-24%	0%	COc1cc(NC(=O)c2nccnc2N)cc(C(=O)Nc2cccc(C(F)(F)F)c2)c1	2.7%	nt	nt	-9%	nt	nt	30%
20%	-1%	CCOc1ccc2nc(NCCNC(=O)c3cc(OC)c(OC)c(OC)c3)c(C#N)cc2c1	0.0%	nt	nt	-1%	nt	nt	14%
10%	5%	O=C(Cc1nc2ccccc2s1)c1ccc(O)cc1O	0.2%	0.0%	-14%	-54%	1.2	-17%	-76%
19%	-2%	CCCCCc1cc(=O)oc2c(C(CCN3CCN(c4ccccc4)CC3)c3ccc4c(c3)OCO4)c(OC)cc(OC)c12 (stereo not given)	0.5%	nt	nt	-2%	nt	nt	10%
-16%[20 µM]	-15%	Brc1ccc(CN2CCN(c3ccccc3)CC2)o1	-1.2%	nt	nt	6%	nt	nt	0%
-1%	7%	COc1ccc(-c2cnc3nc(/N=C/N(C)C)nn3c2/N=C/N(C)C)cc1	-8.2%	-3.6%	-10%	-36%	1	-1%	-3%
-11%	-9%	CCOc1cc(/C=N\n2nnnc2N)ccc1O	-3.2%	nt	nt	-3%	nt	nt	7%
11%	-4%	c1ccc(-c2nnc(CSc3nc4ccccc4[nH]3)o2)cc1	-0.7%	-3.5%	-5%	-4%	1.2	-5%	-4%
6%	-10%	CC(=O)c1cccc(S(=O)(=O)N2CCC(c3nc4ccccc4[nH]3)CC2)c1	-3.3%	nt	nt	7%	nt	nt	-7%
-14%	-2%	O=C(Nc1cccc(F)c1)c1ccc2c(c1)OCO2	-4.1%	-3.5%	7%	-22%	1	6%	-52%
-14%	-3%	CCC(=O)N1c2ccc(S(=O)(=O)NCCc3ccccc3)cc2CC1C (stereo not given)	-2.3%	nt	nt	-2%	nt	nt	30%
12%	-9%	Cc1ccc(NC(=O)Nc2ccccc2C(=O)NCc2ccccc2)cc1	-8.7%	-8.2%	10%	-29%	1.1	-2%	-6%

Sorted by value in KOR beta-arrestin-1 (highest first): some entries from above.
KOR beta-arrestin-1	LYP phosphatase	SMILES	KOR beta-arrestin-2	XIAP antagonists	human PMI inhibition	NOD1 NF-kB reporter	TNAP activators	human PMI inhibitors	HEK293 NOD2/NF-kB
21%	-4%	Cc1cc2cc(C)c3nnc(SCC(=O)NCc4ccco4)n3c2cc1C	-1.9%	0.9%	10%	0%	1.1	13%	25%
19%	-2%	CCCCCc1cc(=O)oc2c(C(CCN3CCN(c4ccccc4)CC3)c3ccc4c(c3)OCO4)c(OC)cc(OC)c12 (stereo not given)	0.5%	nt	nt	-2%	nt	nt	10%
12%	-9%	Cc1ccc(NC(=O)Nc2ccccc2C(=O)NCc2ccccc2)cc1	-8.7%	-8.2%	10%	-29%	1.1	-2%	-6%
11%	-4%	c1ccc(-c2nnc(CSc3nc4ccccc4[nH]3)o2)cc1	-0.7%	-3.5%	-5%	-4%	1.2	-5%	-4%
-14%	-3%	CCC(=O)N1c2ccc(S(=O)(=O)NCCc3ccccc3)cc2CC1C (stereo not given)	-2.3%	nt	nt	-2%	nt	nt	30%

Continuation.
KOR beta-arrestin-1	LYP phosphatase	SMILES	KOR beta-arrestin-2	XIAP antagonists	human PMI inhibition	NOD1 NF-kB reporter	TNAP activators	human PMI inhibitors	HEK293 NOD2/NF-kB
2%	-1%	CC1=C(C(=O)Nc2ccccc2)C(c2ccc(C)o2)n2ncnc2N1 (stereo not given)	-7.8%	-2.8%	-4%	-16%	0.9	0%	10%
7%	-6%	CSCCC(NC(=O)CCC(=O)OCC(=O)[C@@]1(O)CCC2[C@@H]3CCC4=CC(=O)C=C[C@]4(C)C3[C@@H](O)C[C@@]21C)C(=O)O (stereo not given in full)	-4.7%	nt	nt	-11%	nt	nt	9%
-15%	-9%	CC(=O)Nc1ccc(S(=O)(=O)N(Cc2cc3ccc(C)cc3[nH]c2=O)CC2CCCO2)cc1 (stereo not given)	-2.3%	nt	nt	-17%	nt	nt	6%
6%	-13%	CCOC(=O)c1c(NC(=O)c2ccco2)sc2c1CCCC2	-4.2%	-3.2%	-4%	-4%	1.1	-5%	13%
6%	-10%	C=CCC1CCCCC12NC(=O)N(c1ccccc1)N2 (stereo not given)	-0.4%	nt	nt	-5%	nt	nt	-31%
-23%	3%	c1ccc(-n2nnnc2NC2CCCCC2)cc1	5.9%	-2.3%	1%	-13%	1	-2%	7%
12%	4%	CC(=O)c1cccc(S(=O)(=O)N2CCN(c3ccccc3F)CC2)c1	0.8%	-2.5%	-10%	-16%	1.1	-10%	0%
-81%	6%	CCOC(=O)c1cnc2ccc(OCC)cc2c1N1CCN(c2ccccc2OC)CC1	3.4%	-1.6%	17%	-21%	1.1	13%	-48%
15%	-1%	CC1(C)Cc2cccc(OCC(=O)N3CCN(c4ccccc4)CC3)c2O1	-2.3%	-3.6%	6%	-15%	1.1	13%	5%
-1%	-5%	CCOC(=O)CSc1nc2c(c(=O)[nH]c(=O)n2C)n1CCCc1ccccc1	5.0%	0.7%	1%	-6%	1	2%	16%
7%	0%	O=C(CC1Sc2ccccc2NC1=O)Nc1cccnc1 (stereo not given)	4.1%	5.0%	-16%	-13%	1	-15%	12%
-31%	-13%	CCC1CCCCN1CCCNC(=O)c1ccc(CS(=O)(=O)c2ccccc2C)o1 (stereo not given)	3.0%	nt	nt	-4%	nt	nt	12%
-30%	-3%	O=C(c1ccccc1NS(=O)(=O)c1ccc(F)cc1)N1CCCCC1	-3.1%	nt	nt	-19%	nt	nt	-2%
-1%	-14%	O=C(CN(Cc1ccco1)S(=O)(=O)c1ccccc1)N/N=C/c1ccccc1C(=O)O	-1.0%	-4.2%	-2%	-14%	1.1	0%	16%
-43%[20 µM]	-9%	CC(=O)Nc1cc[n+](C(C)C(=O)c2ccccc2)cc1 (stereo not given)	-0.7%	nt	nt	30%	nt	nt	9%
-14%	1%	N#CCC(=O)N/N=C/c1ccc(Sc2nc3ccccc3s2)o1	0.2%	-6.0%	2%	-6%	1.1	-1%	3%
7%	-7%	Cc1ccc2ccccc2c1Cn1c(-n2ccnc2)nc2c1c(=O)n(C)c(=O)n2C	-3.6%	-8.5%	-2%	-6%	0.9	-5%	14%
-34%	-10%	COC(=O)c1ccc(CSc2nc3ccc(Cl)cc3[nH]2)o1	-2.8%	-1.3%	9%	9%	1.2	-2%	16%
-49%	8%	O=C(c1ccc(Cn2c(=S)[nH]c3cc4c(cc3c2=O)OCO4)cc1)N1CCN(c2ncccn2)CC1	5.4%	-4.4%	-4%	nt	1.1	2%	nt
-11%	-11%	CC(NS(=O)(=O)c1ccc(OCC(=O)N2CCOCC2)cc1)c1ccccc1 (stereo not given)	-4.8%	-3.2%	-9%	-23%	1	-9%	-3%
14%	-6%	O=C(C1CCCO1)N1CCN(C(=S)Nc2ccccc2C(F)(F)F)CC1 (stereo not given)	-0.4%	-6.1%	3%	3%	1.1	-2%	18%
31%	4%	O=[N+]([O-])c1ccc2c(OCc3nnc(-c4ccccc4Br)o3)ncnc2c1	-3.1%	nt	nt	-5%	nt	nt	14%
6%	-4%	COc1cc(C(=O)OC(C)CN2CCCC2)cc(OC)c1OC (stereo not given)	-3.4%	-3.8%	4%	4%	1.2	4%	11%
-16%	-1%	O=C(O)COc1ccc(-c2nccc(-c3ccccn3)n2)cc1	0.0%	-11%	7%	nt	1.1	8%	nt
5%	-13%	CN(Cc1ccccc1)S(=O)(=O)c1ccc(OCC(=O)N2CCC(C(N)=O)CC2)cc1	1.2%	nt	nt	7%	nt	nt	-2%
-25%	-3%	Cc1cc(C)n2nc(C(=O)Nc3ccccc3N3CCOCC3)nc2n1	-0.4%	-8.0%	-1%	-31%	0.9	8%	4%
7%	0%	O/C(=C\c1nc2ccccc2nc1/C=C(\O)c1ccccc1)c1ccccc1	-7.8%	-1.4%	-25%	-50%	0.8	24%	-87%
-19%	-16%	CCN(CC)CCNC(=O)c1[nH]c2ccc(OCc3ccccc3)cc2c1C	-0.5%	-8.5%	4%	-7%	1.1	-1%	1%
-14%[20 µM]	-9%	CC(=O)n1c(-c2ccccc2)c(CO)c2ccccc21	nt	nt	nt	7%	nt	nt	-5%
16%	-3%	Cc1cc(=O)n2nc(N3CCC(C(=O)NCc4ccco4)CC3)sc2n1	-4.8%	nt	nt	11%	nt	nt	-17%
-1%	5%	Cc1csc(N(C)C(=O)CSc2nnc(COc3cccc4ccccc34)o2)n1	1.3%	-4.2%	9%	-40%	1.1	6%	4%
13%	-2%	CC(=O)Nc1cccc(OCC(=O)NS(=O)(=O)c2ccc(C)cc2)c1	2.8%	-2.9%	4%	-28%	1.1	1%	-20%
10%	4%	COc1ccc([N+](=O)[O-])cc1NC(=O)C(C)OC(=O)C1c2ccccc2Oc2ccccc21 (stereo not given)	0.6%	-0.8%	18%	13%	1	11%	-29%
5%	16%	Cc1cccc(N2CCN(C(=O)c3ccc4nc(-c5ccco5)c(-c5ccco5)nc4c3)CC2C)c1 (stereo not given)	-2.4%	-2.6%	27%	60%*	1	50%	23%
3%	-12%	O=C(O)CN1C(=O)C2C3C=CC(C2C1=O)C1C(=O)N(CC(=O)O)C(=O)C31 (stereo not given)	-5.1%	nt	nt	-10%	nt	nt	9%
8%	-9%	Cc1cc(C)c(C(N)=O)c(Cl)n1	-6.5%	-6.6%	4%	8%	1.1	7%	3%
19%	-10%	CN(NC(=O)Nc1ccc(Cl)cc1)c1c(Cl)c(Cl)nn1C	-3.0%	-3.7%	-6%	-38%	1	1%	3%
